Screening data (PubChem)
S1P1 ag pot: activates or potentiates agonism at human S1P1 receptor | P21453 | S1P1 CRE-bla cells, forskolin, beta-lactamase FRET, potentiator mode; S1P1 agonist co-added at EC20, 2 nM; 100% = saturating reference agonist, 0% = basal | activation, % at 9.5 µM | 0.57% of 56,000 active | AID 449;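 active means activation above a cutoff set at the mean activation of all tested compounds plus 3 SD, cut at about 54% in these data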;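 further: forskolin at 4 µM as EC80 and the EC20 agonist is SEW2871; 100% = SEW2871 at its EC100 plus forskolin at EC80; some compounds past the cut are filed as inactive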
Target sequence (P21453 whole entry, looked up): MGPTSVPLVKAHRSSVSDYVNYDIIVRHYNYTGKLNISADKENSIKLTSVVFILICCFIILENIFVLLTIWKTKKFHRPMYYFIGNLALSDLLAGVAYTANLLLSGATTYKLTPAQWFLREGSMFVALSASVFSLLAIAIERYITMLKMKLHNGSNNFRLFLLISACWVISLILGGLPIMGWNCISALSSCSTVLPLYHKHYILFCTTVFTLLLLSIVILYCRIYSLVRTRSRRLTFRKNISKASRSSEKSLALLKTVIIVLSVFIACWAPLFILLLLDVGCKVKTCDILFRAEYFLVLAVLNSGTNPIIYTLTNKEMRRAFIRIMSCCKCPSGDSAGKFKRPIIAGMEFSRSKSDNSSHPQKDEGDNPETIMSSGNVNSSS
Abs 340nm: compounds absorbing at 340 nm; compound absorbance at 340 nm, fold over control; 65,000 tested, under 10 active; fold change at 10 µM;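 active means at 10 µM dose, initial 340 nm absorbance at least 2 fold that of control wells; inactive means change under 2 fold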;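 further: initial absorbance extrapolated from kinetic A340 decline of NADH oxidation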
Autofluor 339: intrinsic fluorescence of library compounds, ex339/em460 – biochemical, MLSMR library, data from DPM-DC assay, artefact control, profiling panel | compound autofluorescence, ex339/em460 nm, NADH buffer; hits give high values; 1 = no-compound wells, NADH background | fluorescence fold increase at 10 µM | 5.5% of 65,000 active | AID 709;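 active means at 10 µM, mean starting fluorescence two-fold or more over control wells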;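 further: signal is the first read of a kinetic run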
5HT1a antag: antagonists of human 5-HT1a serotonin receptor. 0.68% of 62,000 active. P08908. inhibition, % at 10 µM. CHO 5-HT1a Ga15 NFAT-bla reporter, antagonist mode. AID 612;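 active means inhibition above the mean of all tested compounds plus 3 SD, cut at about 43% in these data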;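 further: receptor stimulated by 5-CT agonist at 100 nM near EC80; beta-lactamase reporter measured by ratiometric fluorescence of a cleavable substrate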
S1P3 ag: activates the human S1P3 receptor; Q99500; activation, % at 4.5 µM; 0.1% of 60,000 active; S1P3 NFAT-BLA reporter cells, agonism, FRET ratio; relative to 1 µM S1P, basal subtracted;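 active means activation above the screen-wide mean plus 3 SD, cut at about 4.5% in these data, passing the limit was not always enough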; further: some compounds called inactive have numbers as strong as hits
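Measure – % activation relative to 1 µM S1P (100%), per plate · System – stable CHO line with human S1P3, Gα16, NFAT-BLA reporter · Timing – cells plated overnight, compound 4 h 37 °C, substrate 2 h RT · Technique – fluorescent BLA substrate, ex 405 nm, em 460/535 nm ratio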
HTR1E antagonist: 5-HT1E (human) receptor antagonism. P28566. 0.99% of 65,000 active. CHO 5-HT1E Ga15 NFAT-bla reporter, FRET, antagonist. inhibition, % at 6 µM;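 active means inhibition above a set limit, the mean inhibition across every tested compound plus 3 SD, cut at about 29% in these data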;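 further: signal is the 460 over 535 nm emission ratio of beta-lactamase substrate; 0% = agonist plus DMSO wells and 100% = wells without agonist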
Target sequence (P28566 whole entry, looked up): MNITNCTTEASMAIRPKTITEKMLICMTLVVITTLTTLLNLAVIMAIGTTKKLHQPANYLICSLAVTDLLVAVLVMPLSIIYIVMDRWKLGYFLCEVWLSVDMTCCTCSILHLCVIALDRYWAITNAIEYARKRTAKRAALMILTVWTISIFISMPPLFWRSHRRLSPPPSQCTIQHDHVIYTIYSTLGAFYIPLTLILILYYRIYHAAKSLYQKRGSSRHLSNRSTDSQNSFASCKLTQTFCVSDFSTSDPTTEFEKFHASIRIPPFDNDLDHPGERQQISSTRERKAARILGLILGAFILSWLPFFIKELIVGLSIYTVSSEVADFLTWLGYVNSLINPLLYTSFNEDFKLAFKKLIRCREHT
HER2 expr 66K: lowers expression of human Her2 kinase; SKBR-3 HER2 protein level, AlphaScreen, 18-24 h; hits give low values; HER2 level % of control, % at 10 µM; 0.69% of 65,000 active; P04626;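 active means HER2 level under 5% of the carrier-only control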;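 further: 100% = DMSO carrier and 0% = 500 nM PU-H71 HSP90 inhibitor; lower value means stronger loss of Her2 protein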
MMP-13 inhibitor: MMP13 (human) collagenase inhibition. P45452. MMP-13 fTHP FRET cleavage, Mca fluorescence. inhibition, % at 4 µM. 0.07% of 65,000 active. AID 570;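 active means inhibition above the mean of compound-free control plate wells plus 3 SD, cut at about 14% in these data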;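 further: 0% = DMSO wells and 100% = wells with reference MMP-13 inhibitor after basal subtraction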
5HT1E ag: 5-HT1E (human) receptor agonism; 0.69% of 65,000 active; CHO 5-HT1E Ga15 NFAT-bla reporter, FRET; 0% DMSO wells, 100% control agonist wells; activation, % at 6 µM; P28566; AID 574;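 active means activation above a set limit, the screen-wide mean activation plus 3 SD, cut at about 8.5% in these data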;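 further: 100% = positive control agonist at 1 µM giving full maximal response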
Active calls of the source: *; x = no result given; [ ] = remark or other dose.

SMILES	S1P1 ag pot	Abs 340nm	Autofluor 339	5HT1a antag	S1P3 ag	HTR1E antagonist	HER2 expr 66K	MMP-13 inhibitor	5HT1E ag
C=CCOC(=O)C1=C(C)NC(=O)NC1C1CC=CCC1 (configuration not stated)	15	1.1	1.1	8	-1.6	2	76	2	-1.0
CCOC(=O)CCC(=O)N1CCOCCN(C(=O)CCC(=O)OCC)CCOCC1	-3	1	1.1	-5	-0.5	5	98	-2	0.7
NC(=O)c1ccc(-c2ccc(Br)cc2)o1	-19	0.99	1.3	-9	-0.6	-10	107	-31	0.1
O=C(C1CCCN(S(=O)(=O)c2cccs2)C1)N1CCN(C2CCCCC2)CC1 (configuration not stated)	-6	1	1.1	6	-1.2	-15	89	-3	-0.1
O=C(NCCN1CCOCC1)c1ccc2c(c1)N(Cc1ccccc1F)C(=O)CS2	x	0.98	1	4	x	0	101	0	-0.1
O=C(CCCCCN1C(=O)C2C3C=CC(C3)C2C1=O)Nc1nccs1 (configuration not stated)	-20	1	1	-11	0.6	1	73	3	-0.2
O=C(NC1CCCCCC1)C1CCN(S(=O)(=O)c2ccc(F)cc2)CC1	-10	0.88	1.1	-10	-0.9	1	65	0	-0.1
Cc1cc(NC(=O)COC(=O)C2CCCN2C(=O)c2cccs2)no1 (configuration not stated)	-9	1.1	1.1	-1	-0.6	9	117	-6	0.4
O=C(c1cc2cc(Cl)ccc2oc1=O)N1CCCC1	x	1.1	1.3	-9	-0.2	-10	81	-8	0.7
Cc1cc(NCCCn2ccnc2)n2c(nc3ccccc32)c1C#N	0	1	3.4*	1	-1.2	20	92	-262[fluorescence artefact?]	0.0
Cc1ccc2occ(C(c3nnnn3Cc3ccccc3)N3CCOCC3)c(=O)c2c1 (configuration not stated)	5	1	1.1	0	0.3	3	76	-4	-0.7
CCCCCc1c(C)nc(Nc2nc(C)c3cc(OC)ccc3n2)[nH]c1=O	1	1	1	1	-0.9	-4	102	0	0.2
CCC(C)N(C)Cc1cccc(C2(O)CCN(S(=O)(=O)c3ccc(F)cc3)CC2)c1 (configuration not stated)	0	1.1	1	-14	-0.1	-13	129	2	0.1
O=C(NCC1CCCO1)c1cccc(NC(=O)c2ccco2)c1 (configuration not stated)	8	1	1.1	-10	-1.1	0	89	0	0.8
O=C(O)c1ncc(-c2ccccc2)cn1	-10	1	1.1	6	-0.8	-2	83	4	-1.6
Fc1cccc(Cl)c1Cn1nnc2c(-n3ccnc3)ncnc21	14	1	1.2	15	-1.3	5	76	8	0.5
O=C(CS(=O)(=O)Cc1ccccc1)Nc1nnc(C2CCCCC2)s1	6	1	1	-5	-0.7	1	112	-1	-1.7
CCOC(=O)C1CCN(c2c(NCc3ccc(C(=O)NCCC(C)C)cc3)c(=O)c2=O)CC1	-20	1	1.1	-9	0.8	-2	83	6	0.0
CCN(CC)CCCN(Cc1cc2cc3c(cc2[nH]c1=O)OCCO3)C(=O)Nc1ccc(F)cc1	-97	1.1	3.2*	-14	-1.0	-6	66	-29	-0.2
C/C(=C(\C#N)C(=O)NC1CCCCC1)N(C)C	-24	1.1	1.1	1	-0.9	0	112	2	0.5
CCOC(=O)N1CCC(=C2c3ccc(Cl)cc3CCc3cccnc32)CC1	-8	1	1	x	-3.5	10	68	6	-0.7
O=C(NCc1ccccn1)c1ccc2nc(-c3ccco3)c(-c3ccco3)nc2c1	-24	1	1.7	-21	-0.1	3	89	-7	-0.1
O=C(Nc1cccc(O)c1)c1ccccc1	x	1	1	5	-0.6	6	103	3	1.0
CCc1ccccc1N(C(=O)Cn1nnc2ccccc21)C(C(=O)NCCOC)c1ccco1 (configuration not stated)	6	0.99	1.1	1	-0.3	-1	100	-2	-0.4
CC(C)(C)c1ccc(-c2nnc3sc(-c4ccncc4)nn23)cc1	-42	1	1.2	-33	-0.6	-6	55	2	0.7
CCCn1c(SCC(=O)Nc2nc(C)cs2)nnc1-c1cccnc1	3	0.97	1.1	0	-1.0	3	87	2	1.8
Cc1ccc(S(=O)(=O)c2c(N)n(Cc3ccco3)c3nc4ccccc4nc23)cc1	x	1.1	2.2*	20	x	14	45	-204[fluorescence artefact?]	-0.8
COCCOC(=O)c1c(C)nc(SCC(=O)Nc2ccc(OC)cc2)c(C#N)c1-c1ccco1	3	0.97	1	x	-1.1	34*	127	2	-0.1
O=C(Nc1ccccc1)c1ccc(S(=O)(=O)N2CCCCC2)cc1	1	1	1	-6	1.0	-7	136	-1	0.0
CCc1ccc2[nH]c(=O)c(C(c3nnnn3CCOC)N3CCN(c4ccccc4)CC3)cc2c1 (configuration not stated)	6	1.1	1.6	9	-0.7	-11	87	-2	1.1
Brc1ccc2ncnc(Nc3ccc(N4CCOCC4)cc3)c2c1	61*	1	1	7	-0.8	15	88	5	1.5
Cc1cc(Cl)cc(Br)c1OCCNCC(C)O (configuration not stated)	x	1	1.1	-3	-0.5	-3	94	-2	2.1
COc1cc2c(cc1OC)C(c1cccc(OC)c1OC)CC(=O)N2 (configuration not stated)	-28	0.98	1.1	11	-0.8	3	86	2	-1.2
Cc1ccc(N2CC(C(=O)OCC(=O)C(C)(C)C)CC2=O)cc1 (configuration not stated)	x	1.1	1.1	-15	x	-2	55	1	-0.7
O=C(Nc1ccc(Cl)cn1)c1cc2ccccc2o1	x	1.1	1.1	6	-0.4	1	68	6	-0.3
Cc1cc(C(=O)Nc2ccc(S(=O)(=O)Nc3nccs3)cc2)c(C)o1	10	1	0.82	-5	-0.3	-3	91	1	0.6
CC(=O)NCCn1c(C)cc2ccccc21	-7	1	1	5	-0.8	0	99	1	-0.9
CCCCNC(=O)NCC(=O)Nc1ccc(F)c(F)c1	-3	0.94	1.1	-5	0.3	-1	102	-2	-0.2
CNc1oc(C)nc1S(=O)(=O)c1ccccc1	-25	0.99	1.1	-7	0.2	1	119	-2	-1.0
COc1ccc(-n2nc3c(c2NC(=O)Cc2cccc(C)c2)CS(=O)C3)cc1 (configuration not stated)	-1	1	1.1	10	-1.7	-3	110	7	-0.1
CC(=O)NC(Cc1c[nH]c2ccccc12)C(=O)OCC(=O)Nc1cc(C)on1 (configuration not stated)	6	1.1	1	-14	-0.7	5	101	4	-0.6
CCCCn1c(-c2ccc(Cl)cc2)nc2c(=O)n(C)c(=O)[nH]c21	1	1	1.1	x	-0.9	-8	104	-64[fluorescence artefact?]	-0.1
CCCCOc1cc(C)nc(NCc2ccccc2)n1	-1	1	1.1	34	-0.8	-2	106	3	-0.5
CCOc1ccccc1-n1c(SCC(=O)NC2CCCC2)nnc1-c1ccoc1C	4	0.96	1	13	0.5	-6	97	2	0.3
CC1CCN(c2nc3ccccc3nc2C(C#N)C(=O)OC2CCCCC2)CC1 (configuration not stated)	-1	1.1	1.2	10	-0.6	3	108	-2	0.3
CN(C)S(=O)(=O)Nc1ccc(C(=O)O)cc1	-17	1	0.93	-16	-0.4	-11	124	-1	-0.5
CCCS(=O)(=O)N1CCN(C(=O)c2cccc(OC)c2)CC1	x	1	1.1	-2	x	-1	77	5	0.7
COc1ccccc1OCC(=O)Nc1ccc(S(=O)(=O)N2CCCCCC2)cc1	x	1	1.1	-9	-0.8	0	97	-1	0.4
C=CCn1c(=O)/c(=C/c2ccc(F)cc2)s/c1=C(\C#N)c1nnc2n1CCCCC2	-14	1.2	1.1	-10	0.8	-12	75	1	-0.1
O=C(c1ccccc1F)N1CCN=C1SCc1cccnc1	-5	1.1	1.1	2	-1.4	4	84	3	-0.1
COc1ccc(OC)c2c(N)c(C#N)c(C(F)(F)C(F)(F)F)nc12	-27	1.1	1.9	x	-3.9	1	102	-64[fluorescence artefact?]	4.0
N#CC1=C(N)OC2=C(C(=O)CCC2)C1c1ccc(OC(=O)N2CCOCC2)cc1 (configuration not stated)	-6	1	1.1	-5	-0.8	-2	93	-2	0.0
CC(=O)Cc1nsc(NC(=O)c2ccc(-c3cc(C(F)(F)F)ccc3Cl)o2)n1	x	1.2	1.1	0	0.1	-8	58	1	0.9
Cc1ccc(S(=O)(=O)N2CCOCC2)cc1C(=O)NCc1ccco1	-67	0.99	1	8	0.4	8	89	3	-0.6
COc1ccc(-c2c(C)nn3c(N4CCN(Cc5ccccc5)CC4)cc(C)nc23)cc1OC	-4	1.1	1.1	6	-1.7	-4	51	-3	1.1
O=C(c1ccc2c(=O)n(Cc3ccc4c(c3)OCO4)c(=S)[nH]c2c1)N1CCCCC1	x	1	1.1	9	x	-2	70	4	-0.9
CN(C)S(=O)(=O)c1ccc(C(=O)Nc2ccc(Cl)cc2)cc1	9	1	1.1	-4	-1.0	3	61	-10	1.7
CCCS(=O)(=O)NCCc1cc2ccc(OC)cc2[nH]c1=O	2	1.1	1.2	-10	1.6	-5	92	-3	0.1
CCC(CC)C(=O)NCc1ccccc1OC	7	1	1.1	3	0.4	3	63	2	-0.2
CCOC(=O)c1sc2ncn(/N=C/N(C)C)c(=O)c2c1C	-2	1	1.5	-8	-0.7	-10	131	-8	0.3

Nothing new here: an excerpt of the list.
SMILES	S1P1 ag pot	Abs 340nm	Autofluor 339	5HT1a antag	S1P3 ag	HTR1E antagonist	HER2 expr 66K	MMP-13 inhibitor	5HT1E ag
C=CCn1c(=O)/c(=C/c2ccc(F)cc2)s/c1=C(\C#N)c1nnc2n1CCCCC2	-14	1.2	1.1	-10	0.8	-12	75	1	-0.1
O=C(c1ccccc1F)N1CCN=C1SCc1cccnc1	-5	1.1	1.1	2	-1.4	4	84	3	-0.1

(listing goes on)
SMILES	S1P1 ag pot	Abs 340nm	Autofluor 339	5HT1a antag	S1P3 ag	HTR1E antagonist	HER2 expr 66K	MMP-13 inhibitor	5HT1E ag
Cn1c(=O)n(C)c2cc(S(=O)(=O)NCc3ccco3)ccc21	-11	1	1	-16	-0.3	-4	72	-2	0.2
Cn1c(SCC(=O)Nc2nccs2)nnc1-c1ccncc1	0	1	1.1	-7	-1.2	-1	72	2	-0.1
COCCn1c(Cc2ccccc2)nnc1SCC(=O)Nc1cc(C)on1	-20	0.98	1.1	15	-0.3	-9	94	7	-1.1
COCCOC(=O)C1=C(C)N=C2SCCC(=O)N2C1c1ccc(C(=O)OC)cc1 (configuration not stated)	x	1.1	1	3	x	3	74	4	-0.8
O=C1c2ccccc2C(=O)N1c1ncccn1	-8	1	1	x	-0.7	-3	101	-3	-0.2
CC(C)OC(=O)[C@H]1[C@H](c2ccc(Cl)cc2)[C@@](C#N)(C(N)=O)[C@@H]2C=CC(C(N)=O)=CN21	13	1.1	1.1	x	-4.3	8	121	0	0.0
COc1ccc(C(=O)NCc2nnc(SC)n2C2CCCCC2)cc1	-7	0.98	0.99	-9	0.1	-4	95	-40	-0.7
CCn1c(CNc2ccc(OC)cc2)nnc1SCC(=O)N1CCCc2ccccc21	-5	1	1	1	-0.5	-13	118	1	0.3
CSC1=C(C#N)C(CC(C)C)C(C(C)=O)=C(C)N1 (configuration not stated)	-27	1	1.1	-1	-0.4	4	145	-4	0.1
COC(=O)Cn1c(CN2CCc3ccccc3C2)nc2c1c(=O)n(C)c(=O)n2C	8	1	1.1	7	-0.5	10	112	-7	-1.1
O=C(CN(Cc1ccccc1)C(=O)CCC(=O)Nc1nccs1)NCc1ccco1	-7	1	1.1	-1	-0.3	-6	102	-11	0.4
O=C(NCc1ccncc1)C1CCCN(S(=O)(=O)Cc2ccccc2)C1 (configuration not stated)	x	1	1.1	-1	x	-4	100	-3	-0.4
